# TrxR1 inh – blocks rat thioredoxin reductase 1 | O89049 | actives 1% (n = 390,000) | Potency, µM (series often up to 114 µM), for the others: at the top dose activity change, negative = inhibition, actives largely listed as inhibitors | recombinant rTrxR1, NADPH fluorescence consumption, selenite substrate; further: potency means the concentration at half of the fitted maximal effect; on the % scale 0 is the no-effect control and ±100 the full control effect; nearly all actives have a fitted effect of over 65% in size
#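 Rat TrxR1 (90 nM in the dispensed reagent) was pre-reduced with 400 uM NADPH for 5 min at room temperature, then incubated with compound for 15 min. After 400 uM selenite was added, NADPH fluorescence (Ex 340/Em 450 nm) was followed for 8 min.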
# TrxR1 substrate – rat thioredoxin reductase 1 substrate activity. O89049. purified TrxR1 substrate turnover, NADPH consumption readout. Potency, µM (series often up to 114 µM), for inactives: at the highest dose activity change, negative = substrate turnover. actives 0.01% (n = 390,000); further: potency means the concentration at half of the fitted maximal effect; on the % scale 0 is the no-effect control and ±100 the full control effect; nearly all actives have a fitted effect of over 50% in size
#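 Rat TrxR1, dispensed at 90 nM, was prereduced with 400 uM NADPH (final) for 5 min at ~22 deg C, then incubated with compound 15 min before 400 uM selenite. A first-read NADPH fluorescence drop versus no-compound background flagged substrates.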
# TRHR enhancer – allosterically enhances the human TRH receptor; P34981; TRHR cells, fluo-8 calcium fluorescence, EC20 TRH enhancement; enhancement, % at 2 µM; actives 0.66% (n = 360,000); in the data active means enhancement above about 30%; further: 0% is about no effect
# Target sequence (P34981 whole entry, looked up): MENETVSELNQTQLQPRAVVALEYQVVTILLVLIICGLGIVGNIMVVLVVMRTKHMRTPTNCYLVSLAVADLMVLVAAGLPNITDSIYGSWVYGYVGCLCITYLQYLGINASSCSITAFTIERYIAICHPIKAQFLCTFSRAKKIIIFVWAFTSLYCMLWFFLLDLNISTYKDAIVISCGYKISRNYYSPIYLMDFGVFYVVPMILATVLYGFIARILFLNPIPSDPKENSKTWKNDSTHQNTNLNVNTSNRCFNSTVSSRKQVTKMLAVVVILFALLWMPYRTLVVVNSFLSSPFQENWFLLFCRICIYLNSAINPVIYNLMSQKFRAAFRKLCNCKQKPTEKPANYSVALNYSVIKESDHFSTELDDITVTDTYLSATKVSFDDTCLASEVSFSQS
#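 TRHR-expressing cells loaded with fluo-8 calcium dye were read kinetically (ex 480/em 530) during compound addition, then stimulated with an EC20 of TRH (10 nM final). Enhancement of the Gq-mediated intracellular calcium response was scored.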
# USP1-UAF1 inh – blocks the human USP1/UAF1 deubiquitinase complex; O94782; recombinant USP1/UAF1, Ub-Rhodamine cleavage fluorescence; Potency, µM (highest dose often 57.1 µM), for the others: at the top dose activity change, negative = inhibition, most hits filed as inhibitors; actives 0.23% (n = 390,000); further: potency means the concentration at half of the fitted maximal effect; on the % scale 0 is the no-effect control and ±100 the full control effect; nearly all actives have a fitted effect of over 60% in size; inactives centre near -12
#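 USP1/UAF1 complex (1 nM) preincubated 15 min at room temperature with compound, then Ub-Rho substrate (150 nM final) added. Kinetic fluorescence at 480/540 nm over 6 reads at 60 s intervals; 50 mM HEPES pH 7.8, 0.5 mM EDTA, 0.1 mg/ml BSA, 1 mM TCEP, 0.01% Tween-20.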
# IDH1 R132H inh – blocks human mutant IDH1 R132H enzyme; AID 602179; Potency, µM (series often up to 76.6 µM), for inactives: at the highest dose activity change, negative = inhibition, hits mostly inhibitors; O75874; IDH1-R132H enzyme, NADPH consumption, diaphorase/resazurin fluorescence; actives 0.093% (n = 390,000); further: potency means the concentration at half of the fitted maximal effect; on the % scale 0 is the no-effect control and ±100 the full control effect; nearly all actives have a fitted effect of over 65% in size
#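 IDH1-R132H (0.5 ug/mL) preincubated 30 min with compound, then NADPH (0.016 mM) and alpha-KG (2 mM) added; 80 min at RT, pH 7.5. Remaining NADPH coupled via diaphorase/resazurin to fluorescence (540/590 nm); concentration-response curves normalized to no-enzyme control.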
# D2 antag – D2 dopamine receptor (human) antagonism. HEK293 TREx D2 cells, calcium flux, dopamine EC80. actives 2% (n = 340,000). P14416. inhibition, % at 10 µM. AID 485344; in the data active means inhibition above about 30%; further: 0% is about no effect
# Target sequence (P14416 whole entry, looked up): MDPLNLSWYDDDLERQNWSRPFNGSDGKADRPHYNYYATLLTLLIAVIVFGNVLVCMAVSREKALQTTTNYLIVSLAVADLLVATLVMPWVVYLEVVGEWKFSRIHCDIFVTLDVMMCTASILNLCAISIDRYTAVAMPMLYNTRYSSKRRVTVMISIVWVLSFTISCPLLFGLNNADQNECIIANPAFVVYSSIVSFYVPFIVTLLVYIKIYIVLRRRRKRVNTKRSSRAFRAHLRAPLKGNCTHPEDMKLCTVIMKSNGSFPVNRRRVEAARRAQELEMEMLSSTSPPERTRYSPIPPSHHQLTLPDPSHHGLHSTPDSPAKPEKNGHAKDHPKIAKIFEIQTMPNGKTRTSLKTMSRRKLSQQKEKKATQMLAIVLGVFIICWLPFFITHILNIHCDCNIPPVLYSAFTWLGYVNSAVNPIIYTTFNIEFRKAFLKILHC
#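 Inhibition of EC80 dopamine-driven calcium flux, recorded kinetically, defines activity here; cells are a tetracycline-induced HEK293 T-REx line expressing force-coupled D2.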
# Pin1 inhibitor – blocks the human prolyl isomerase Pin1; Q13526; AID 504891; actives 0.009% (n = 390,000); Potency, µM (series often up to 115 µM), for inactives: at the top dose activity, negative = inhibition, actives largely listed as inhibitors; Pin1 FP peptide displacement, HiFluor488, 10 min; active means well fitted inhibition curve with a large enough effect in the polarisation, with a control signal flat, not every such curve was filed as active; inconclusive means small, poorly fitted or top-dose-only effect, or effect the other way, or a change in a side signal; inactive means no such curve, though single readings can be large or run the other way; the % refers to the polarisation; further: potency means the concentration at half of the fitted maximal effect; on the % scale 0 is the no-effect control and ±100 the full control effect
# Target sequence (Q13526 whole entry, looked up): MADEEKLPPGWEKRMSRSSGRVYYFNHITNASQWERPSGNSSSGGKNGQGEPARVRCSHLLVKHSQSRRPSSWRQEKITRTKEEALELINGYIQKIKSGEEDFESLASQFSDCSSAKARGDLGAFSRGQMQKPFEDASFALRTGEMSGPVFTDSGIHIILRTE
# TRHR ag – activates the human TRH receptor. P34981. TRHR cells, calcium flux fluo-8, FDSS agonist mode. activation, % at 2 µM. actives 0.18% (n = 360,000); in the data active means activation above about 30%; further: 0% is about no effect
#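 TRHR-expressing cells, plated overnight in medium with 10% serum, were loaded with fluo-8 calcium dye at room temperature. After a 10 s baseline, library compound was pin-added and calcium release was recorded kinetically (ex 480/em 530) as agonist response.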
# D2 agonist – D2 dopamine receptor (human) agonism | P14416 | HEK293 T-REx D2 cells, calcium flux agonist mode | activation, % at 2 µM | actives 0.53% (n = 340,000) | AID 485358;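 active means activation over 3 SD above normal in the single-dose calcium agonist read, cut at about 30% in these data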; further: 0% is about no effect
#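 HEK293 Trex D2 cells, tetracycline-induced, o/n 30 C 5% CO2; no-wash Ca dye, RT 30–90 min; 10-cycle baseline, 23 nl cpd added, kinetic Ca read 180 s; agonist hits = positive Ca response.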
# * marks the source's active call; other numbers are inactive results; u = inconclusive; x = no result given; [ ] = another dose, or the depositor's remark. Unless noted, the call rests on the fitted dose curve; in most records, active means well fitted inhibition curve with a large enough effect; inconclusive means small, poorly fitted or top-dose-only effect; inactive means no such curve, though single readings can be large or run the other way. Only part of the results is shown; the hit share may differ from the screen's.
# Every second line gives: TrxR1 inh	TrxR1 substrate	TRHR enhancer	USP1-UAF1 inh	IDH1 R132H inh	D2 antag	Pin1 inhibitor	TRHR ag	D2 agonist
O=C(NCC1(O)CCCCC1)C1CCC(=O)N(CCc2ccccc2)C1 (stereo unspecified)
→ -12%	-9%	1	1%	1%	0	0%	0.7	0.9
COc1ccc(/C=C/C(=O)CCC(=O)O)cc1
→ 27%[11.4 µM]	-21%[11.4 µM]	1	1%	9%	-1	-8%	1.0	0.1
COCCc1nc2ccc(C(=O)NCc3cccc(-n4cccn4)c3)cc2o1
→ -15%	-3%	3	-16%	5%	8	-2%	-0.3	0.9
CCC(c1nnnn1C1CCCCC1)N1CCN(C(=O)c2ccco2)CC1 (stereo unspecified)
→ -4%[57.1 µM]	-3%[57.1 µM]	0	-9%	1%	15	-3%	0.1	0.0
COCCCNC(=S)NNC(=O)c1ccccn1
→ 15%[57.1 µM]	10%[57.1 µM]	-4	-6%	5%	2	1%	0.5	-0.3
COC(=O)c1sccc1NC(=O)Nc1cccc(OC)c1
→ 1%	-7%	-3	-19%	6%	-2	0%	-0.3	-0.2
Cc1ccc(C2=NN(C(=S)Nc3ccccc3)C(c3ccco3)C2)cc1 (stereo unspecified)
→ -1%[57.1 µM]	7%[57.1 µM]	0	-9%	4%	-8	36%[activator]	-0.3	-1.3
COc1ccc(Cl)cc1N/C(N)=N/c1nc(C)cc(C)n1
→ 4%	-3%	-2	-20%	-3%	0	4%	2.5	0.7
Cc1ccccc1OCC(=O)OCC(=O)NCc1ccco1
→ 10%	6%	3	0%	8%	-1	-13%	0.4	-0.2
CC(C)c1nnc(NC(=O)CCC(=O)N2CCN(Cc3ccccc3)CC2)s1
→ -9%	-12%	-6	-5%	9%	1	-5%	0.2	-0.3
CCN1C[C@@H]2[C@@H]3C(=O)N(C)C(=O)[C@@H]3[C@](CC)(C1=O)N2C(=O)c1ccc(Cl)cc1
→ 16%	3%	x	-27%	5%	x	-9%	x	x
CCC1CCCCN1CCCNC(=O)Cn1nc(-c2ccccc2)ccc1=O (stereo unspecified)
→ 14%	8%	2	u	2%	17	0%	0.2	-0.3
Cc1ccc([N+](=O)[O-])cc1NC(=O)C(Sc1ccccc1)c1ccccc1 (stereo unspecified)
→ -5%	-8%	0	-18%	3%	0	-2%	0.6	-1.1
CCCNC(=O)CSc1nc2ccc(OCC)cc2s1
→ -2%	2%	1	-8%	11%	35*	4%	-1.0	0.8
Cc1ccc(S(=O)(=O)n2ccc(=O)[nH]2)cc1
→ 21%	0%	1	-20%	-3%	-9	-9%	-0.4	-0.3
NC(=O)c1c(C(F)(F)F)cc(-c2ccccc2)nc1NCCO
→ -23%	31%	1	-15%	8%	13	-3%	0.2	1.5
CNC(=O)CCN(Cc1ccco1)S(=O)(=O)c1ccc(OC)c(OC)c1
→ 3%[57.1 µM]	4%[57.1 µM]	5	-1%	1%	-6	2%	0.6	0.3
COc1ccc(OC)c(-c2nnc(SCC(=O)N3CCOCC3)o2)c1
→ 0%[57.1 µM]	-4%	3	-12%	2%	-7	-4%	0.1	0.3
CCCN1C(=O)S/C(=C\c2ccc(N3CCOCC3)o2)C1=O
→ 7.9µM*	-6%[57.1 µM]	11	25µM*	11%	-3	u	20	10
Cc1c(Cl)cccc1-n1c(SCC(=O)NCc2cccs2)nnc1-c1ccncc1
→ 6%	0%	4	-13%	11%	4	4%	-0.1	0.3
CCN(C(=O)C1CCN(S(=O)(=O)c2c(C)noc2/C=C/c2ccc(C)cc2)CC1)c1cccc(C)c1
→ 17%[57.1 µM]	0%[57.1 µM]	7	-22%	-7%	x	-1%	0.5	1.0
COc1ccc([C@H]2CC(=O)C=C(c3ccc(C)cc3)C2)cc1
→ 19%	-6%	-5	-12%	0%	10	-5%	-0.3	0.5
COCCn1c(=NC(=O)CN2C(=O)CCC2=O)sc2cc(S(N)(=O)=O)ccc21
→ -9%[57.1 µM]	-7%[57.1 µM]	1	-6%	2%	9	1%	0.4	1.4
Cc1nn(C)c(C(=O)N/N=C/c2ccc(Br)cc2)c1Cl
→ 1%	3%	5	-18%	6%	-10	0%	0.7	0.5
COc1ccc(S(=O)(=O)N2CCOCC2)cc1NC(=O)CC(C)c1ccccc1 (stereo unspecified)
→ 27%	2%	x	-10%	-7%	x	6%	x	x
COc1cc(C(F)(F)F)c(C(=O)N(C)Cc2cc(Cl)cc(Cl)c2)cn1
→ 12%	-8%	-5	-11%	4%	17	-7%	-0.7	-0.7
O=C(CCc1ccccc1)NNC(=O)c1ccc(F)cc1
→ 9%	-2%	-5	-11%	3%	-5	0%	-0.5	-0.3
O=C(CCN1C(=O)S/C(=C\C=C\c2ccccc2)C1=O)Nc1ccc(O)cc1
→ 25%	1%	-1	-11%	13%	x	2%	-1.9	x
CCCC[C@@H]1C=C(C(=O)O)[C@H](c2ccc(C#N)cc2)N1S(=O)(=O)c1ccc(C)cc1
→ -9%	9%	x	-18%	13%	x	2%	x	x
CC(C)C(C)N(Cc1ccc(C(=O)O)cc1)C(=O)c1ccc2ccccc2n1 (stereo unspecified)
→ 19%	10%	x	-29%	13%	x	-8%	x	x
CCCC(=O)NC(=S)Nc1cccc(-c2nc3ncccc3o2)c1
→ -4%	3%	-1	-11%	14%	-15	0%	-0.5	0.1
Cc1ccc(/C=C2\CCC3=C2OC(N)=C(C#N)C3c2ccc(C)cc2)cc1 (stereo unspecified)
→ 50µM*	-9%	15	u	2%	-35	u	68*	72*
CC(C)COC(=S)Nc1ccccc1
→ 4%[0.457 µM]	-1%	-5	-16%	3%	3	5%	0.6	0.0
COC(=O)C1=C(C)N(c2ccc(F)cc2)/C(=C/c2ccc(O)cc2)C1=O
→ 7%[57.1 µM]	1%[57.1 µM]	1	-10%	3%	-1	2%	1.4	0.3
Cc1ccc(-n2nnnc2-c2cnn(-c3ccc(F)cc3)c2C(F)(F)F)cc1
→ 3%	-7%	-9	-22%	-2%	3	-6%	0.3	-0.7
CCOC(=O)c1cnc(NCc2ccc(Cl)cc2)c2ccccc12
→ 15%[57.1 µM]	31%[activator][57.1 µM]	5	6%	-2%	x	0%	0.3	-0.8
O=C(C[n+]1ccc(C(=O)NCc2ccccc2)cc1)c1ccc2c(c1)OCCO2
→ -13%	-6%	-2	-4%	0%	5	7%	-0.1	1.5
Cc1ccc(/C=N/n2nnnc2N)cc1
→ 13%	7%	x	-17%	0%	x	2%	x	x
Cc1nn(-c2ccccc2Cl)c(Cl)c1/C=N/Nc1cccc(C(=O)O)c1
→ -26%	-15%	-3	-10%	-2%	7	-14%	0.1	-0.5
COc1cc(N2C(=O)C=CC2=O)c(OC)cc1Cl
→ 3.2µM*	-2%	-5	-15%	-3%	5	1%	1.3	0.7
CC1(O)CC(C)(C)C(C#N)C(=O)N1 (stereo unspecified)
→ -5%[2.29 µM]	-6%[2.29 µM]	x	4%	5%	x	-6%	x	x
COc1ccc(C(NC(C)=O)c2cc(Cl)c3cccnc3c2O)cc1 (stereo unspecified)
→ 13%	1%	5	-11%	0%	-2	4%	0.8	-0.9
CCOc1cc(N2CCOCC2)c(OCC)cc1NC(=O)COC(=O)CCc1c[nH]c2ccccc12
→ 19%	10%	7	-24%	4%	13	-7%	0.0	0.0
Cc1ccc(C(=O)c2c3ccccc3[n+]([O-])n2[C@@H](C)C(N)=O)cc1
→ 4%	2%	6	-17%	-3%	6	6%	0.1	0.4
COc1ccc(C(=O)Nc2cc3c(cc2OC)CCCC3)cc1Br
→ -13%[0.457 µM]	11%	-2	-28%	13%	5	10%	0.1	-0.1
Brc1ccccc1-c1nnc(COc2cccc3cccnc23)o1
→ 1%	13%	2	-11%	5%	38*	u	-0.2	0.6
Cc1nn2c(-c3cccnc3)ccnc2c1-c1ccccc1
→ 10%	1%	-1	-8%	8%	4	2%	-0.4	0.1
COc1ccc(N2CC(C)Cn3c2nc2c3c(=O)[nH]c(=O)n2C)cc1 (stereo unspecified)
→ -20%	-12%	2	-2%	-1%	x	-1%	0.5	x
CN(C)S(=O)(=O)c1cccc(NC(=O)c2n[nH]c(=O)c3ccccc23)c1
→ 10%	2%	-3	-23%	-2%	2	1%	0.0	2.5
CCOC(=O)c1cccc(C(=O)Nc2nc3ccc(OC)cc3s2)n1
→ 6%	2%	-2	-8%	1%	-10	-1%	-0.1	0.4

# For reference, part of the list above:
# Every second line gives: TrxR1 inh	TrxR1 substrate	TRHR enhancer	USP1-UAF1 inh	IDH1 R132H inh	D2 antag	Pin1 inhibitor	TRHR ag	D2 agonist
CC1(O)CC(C)(C)C(C#N)C(=O)N1 (stereo unspecified)
→ -5%[2.29 µM]	-6%[2.29 µM]	x	4%	5%	x	-6%	x	x
COc1ccc(C(NC(C)=O)c2cc(Cl)c3cccnc3c2O)cc1 (stereo unspecified)
→ 13%	1%	5	-11%	0%	-2	4%	0.8	-0.9

# Further results
# Every second line gives: TrxR1 inh	TrxR1 substrate	TRHR enhancer	USP1-UAF1 inh	IDH1 R132H inh	D2 antag	Pin1 inhibitor	TRHR ag	D2 agonist
COc1cccc(N2C(=NC(=O)COc3ccccc3)SC3CS(=O)(=O)CC32)c1 (stereo unspecified)
→ 13%[57.1 µM]	-7%[57.1 µM]	7	-14%	2%	-6	0%	-0.3	1.1
COc1cc(C)c(C(C)C)cc1S(=O)(=O)n1cnc(C)c1
→ 15%	2%	-9	-24%	3%	-7	3%	-0.5	-0.4
c1cnc2ccc3ncccc3c2c1
→ 10%	13%	0	-14%	8%	2	-10%	-1.8	-0.1
CC(=O)c1ccc(NC(=O)C2Cc3ccccc3CN2C(=O)c2ccccc2)cc1 (stereo unspecified)
→ 6%	-1%	1	-9%	16%	9	-2%	-0.7	-0.5
COc1ccc(NS(=O)(=O)c2cccc(NC(=O)NC3CCCCC3)c2)cc1
→ -1%[57.1 µM]	-4%[57.1 µM]	-4	-7%	-8%	-10	0%	0.3	0.3

# From PubChem BioAssay
